Screening results as filed in PubChem BioAssay.
Efflux pump inh = blocks antifungal efflux pumps in multiplex yeast assay; 0.44% of 330,000 active; AID 485275; inhibition, % at 10 µM; S. cerevisiae Candida pump triplex, Nile Red efflux;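 active means plate passing quality check with inhibition over a set limit, or well fluorescence over plate mean plus 4 SD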;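 further: Nile Red retained in pooled yeast measured as flow cytometry median fluorescence; 0% = buffer negative control and 100% = Enniatin B positive control; higher means more Nile Red kept so more efflux inhibition; some compounds called inactive have numbers as strong as hits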
procasp3 activ = activates human procaspase-3; P42574; recombinant procaspase-3 D3A, Ac-DEVD-pNA absorbance 405 nm; activation, % at 8.5 µM; 0.11% of 330,000 active;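 active means activation above the mean of all tested compounds plus 3 SD, cut at about 21% in these data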;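 further: 0% = DMSO alone and 100% = DMSO wells spiked with extra 5 µM PC-3 D3A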
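material = Procaspase-3 D3A mutant | probe or stimulus = Ac-DEVD-pNA | compound = single dose, 8.5 µM nominal compound, 0.8% DMSO | timing = 1 h preincubation, 2 h reaction | measured by = 405 nm absorbance of p-nitroaniline, reads at 0 and 120 min | benchmarks = DMSO-only low control, 5 µM PC-3 D3A high control | repeats = singlicate, each compound tested once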
Fh CTSL1 inh = counter-screen for PFM18AAP inhibitors: inhibitors of F. hepatica cathepsin L1. recombinant F. hepatica cathepsin L1, Z-Leu-Arg-MCA fluorescence. inhibition, % at 5.96 µM. 0.49% of 300,000 active. AID 1906;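 active means inhibition above the mean of all tested compounds plus 3 SD, set per screening campaign, cut at about 17% in these data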;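 further: 0% = plate median of test compound wells and 100% = 1 µM Z-Phe-Ala-diazomethylketone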
HCV core dimer = blocks dimerization of HCV core protein; TR-FRET GST/Flag-core106 dimerization, 1536-well; inhibition, % at 5 µM; 0.33% of 300,000 active; AID 1899;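 active means inhibition above the mean of all tested compounds plus 3 SD, set per screening campaign, cut at about 45% in these data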
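Assay system: Tagged HCV core106 pair (GST and Flag) | Buffer or medium: KF-containing HEPES buffer, pH 7.45, DTT, CHAPS, BSA | Also added: Eu donor and XL665 acceptor anti-tag antibodies | Dosing: One concentration, 5 µM, in 0.5% DMSO | Timing: 4 h at 22.5 °C | Technique: TR-FRET 671 and 617 nm emission | Repeats: Singlicate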
PP1 counter = counter-screen for PP5 inhibitors: inhibitors of human PP1-alpha | purified PP1alpha, OMFP fluorescence | inhibition, % at 6.7 µM | P62136 | 0.9% of 320,000 active | AID 2235;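 active means inhibition above the mean inhibition of all tested compounds plus 3 SD, computed separately for each screening campaign, cut at about 15% in these data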
procasp7 counter = activates human procaspase-7, counter-screen for procaspase-3 activators; P55210; recombinant procaspase-7, Ac-DEVD-pNA absorbance 405 nm; D23A/D198A/D206A triple mutant, cannot self-cleave; scale: DMSO 0, 5 µM enzyme 100; activation, % at 8.5 µM; 0.093% of 330,000 active;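 active means percent activation above the screen-wide mean plus 3 SD, cut at about 25% in these data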
Target sequence (P55210 whole entry D23A/D198A/D206A): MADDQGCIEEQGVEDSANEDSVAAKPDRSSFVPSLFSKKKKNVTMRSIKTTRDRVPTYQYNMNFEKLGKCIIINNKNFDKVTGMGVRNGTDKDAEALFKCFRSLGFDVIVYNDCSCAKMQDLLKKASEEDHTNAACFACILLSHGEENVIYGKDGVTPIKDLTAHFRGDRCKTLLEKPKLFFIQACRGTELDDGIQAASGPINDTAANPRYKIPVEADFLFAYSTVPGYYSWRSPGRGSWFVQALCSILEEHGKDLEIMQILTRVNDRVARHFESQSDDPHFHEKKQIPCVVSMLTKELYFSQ
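Assay system: Uncleavable procaspase-7 mutant enzyme; Input: 2 µM procaspase-7 mutant as dispensed; Also added: DEVD-pNA substrate; Medium: Zinc-free HEPES pH 7.4 with 300 mM NaCl, 0.01% Triton X-100; Timing: 1 h compound preincubation, 2 h substrate cleavage, 25 °C; Measured by: Epi-absorbance of released pNA at 405 nm, two timepoints.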
TPT1 inh = inhibitors of Candida albicans tRNA 2'-phosphotransferase TPT1. inhibition, % at 5 µM. 0.81% of 300,000 active. recombinant caTPT1, FP RNA substrate dephosphorylation;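 active means inhibition above the mean of all tested compounds plus 3 SD, set per screening campaign, cut at about 24% in these data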;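 further: plate controls were DMSO alone for no effect and ferristatin control at 100 nM for full effect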
PP5 primary = blocks human protein phosphatase 5 activity; 0.18% of 320,000 active; inhibition, % at 6.7 µM; AID 1987; P53041; purified PP5c, OMFP substrate fluorescence;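 active means inhibition above the campaign's mean inhibition across all tested compounds plus 3 SD, cut at about 9.5% in these data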;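 further: 0% = DMSO only and 100% = 100 µM cantharidin control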
Target sequence (P53041 whole entry, looked up): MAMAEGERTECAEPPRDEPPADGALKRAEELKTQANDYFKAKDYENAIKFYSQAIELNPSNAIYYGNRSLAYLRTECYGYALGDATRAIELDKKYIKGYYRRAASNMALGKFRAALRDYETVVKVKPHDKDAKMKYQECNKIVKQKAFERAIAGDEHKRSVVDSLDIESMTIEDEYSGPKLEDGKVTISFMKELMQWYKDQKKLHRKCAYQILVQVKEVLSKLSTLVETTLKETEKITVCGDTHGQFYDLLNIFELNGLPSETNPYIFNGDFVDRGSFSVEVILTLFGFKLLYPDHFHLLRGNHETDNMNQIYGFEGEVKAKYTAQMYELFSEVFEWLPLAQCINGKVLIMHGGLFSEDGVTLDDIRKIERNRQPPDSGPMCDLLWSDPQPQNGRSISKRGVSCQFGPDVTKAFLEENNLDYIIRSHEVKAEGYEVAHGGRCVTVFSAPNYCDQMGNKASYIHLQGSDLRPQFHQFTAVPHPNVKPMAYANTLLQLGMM
GASC-1 inh = human JMJD2C demethylase inhibition; inhibition, % at 2.35 µM; AID 2099; GST-JMJD2C(1-420) H3K9me3 demethylation, DELFIA europium; Q9H3R0; 0.069% of 330,000 active;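 active means more than half of a compound's replicate wells show inhibition beyond 50%, single wells judged on their own value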;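 further: signal counts dimethyl H3K9 product captured on neutravidin plate; 0% = median of DMSO wells and 100% = 0.3 times that DMSO median; strong numbers were not always called active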
Active calls of the source: *; / = no result given.

Compound	Efflux pump inh	procasp3 activ	Fh CTSL1 inh	HCV core dimer	PP1 counter	procasp7 counter	TPT1 inh	PP5 primary	GASC-1 inh
COc1ccc(CCNC(=O)/C=C/c2ccc(S(=O)(=O)N3CCOCC3)cc2)cc1	0.1	15	/	/	-4	-6	/	2.8	6
CCc1ccc(Nc2nc(N)nc(CSc3nc4ccccc4s3)n2)cc1	-0.2	6	1	-10	3	16	-5	4.2	-7
Cc1nnc(NC(=O)c2cccc(NC(=O)C(C)C)c2)s1	0.0	1	1	-3	-6	11	-3	-1.1	1
Cc1c(C(=O)O)cccc1-c1ccc(/C=N/Nc2ccc(Br)cc2)o1	0.0	-11	8	-6	5	-26	5	0.4	4
O=C1CN(C(=O)CSc2nc3cc(Cl)ccc3c(=O)n2Cc2ccccc2)c2ccccc2N1	0.4	8	2	12	12	5	1	5.2	5
CCOC(=O)CSC1=N/C(=C/c2ccc(-n3cncn3)cc2)C(=O)N1C(C)=O	0.4	1	-2	-2	-6	-2	2	1.3	-3
CCCN=C(N)/C(C(=O)OCC)=C(\O)c1ccc(OC)cc1	0.1	5	-4	-4	2	0	-2	3.6	-38
CCC(CO)Oc1cc(NCc2ccc(C(F)(F)F)cc2)c2ncn(C(C)C)c2c1 (stereo unspecified)	-0.2	-2	/	/	/	4	/	/	2
COc1ccccc1CNC(=O)COC(=O)c1ccc(C)c(S(=O)(=O)N2CCOCC2)c1	-0.1	6	-29	-2	-4	7	0	0.3	-9
COc1ccccc1-c1nc(SCC(=O)O)n[nH]1	0.0	-1	-2	-5	-4	-4	-9	0.4	/
COC(=O)c1cc(S(=O)(=O)NCC2CCN(Cc3ccc(C)cc3)CC2)cn1C	0.2	2	3	3	-2	-3	2	-0.7	0
Cc1ccc(CN2C3CCCC2CC(NC(=O)c2ccc(C)cc2)C3)cc1 (stereo unspecified)	0.0	-1	-2	-1	-3	11	-2	1.7	5

(further entries)
Compound	Efflux pump inh	procasp3 activ	Fh CTSL1 inh	HCV core dimer	PP1 counter	procasp7 counter	TPT1 inh	PP5 primary	GASC-1 inh
COC(=O)N/N=C/C1=CCC2CC1C2(C)C (stereo unspecified)	-0.1	4	-4	2	8	-2	-2	0.8	13
C/C(=N\Nc1ncc(Br)cn1)c1cccc([N+](=O)[O-])c1	0.1	-6	0	1	1	-1	0	9.3	5
COc1ccc(Cn2nnc3c(=O)[nH]c(C4CCN(S(=O)(=O)c5ccc(C)cc5)CC4)nc32)cc1	0.1	9	-4	18	13	7	-2	2.9	-3
CC(=O)c1c(C)[nH]c(C(=O)N2CCc3ccccc32)c1C	-0.2	6	-2	4	0	12	1	1.9	0
COc1ccccc1CNC(=O)/C(C#N)=C/c1ccc(OC)c(OC)c1OC	0.3	-109	4	1	4	-183	0	2.2	3
COCCn1ccc(O)c(Cc2ccccc2)c1=O	0.1	4	-3	-5	5	2	-1	2.0	20
COc1ccc(S(=O)(=O)NCCc2c(C)nn(C)c2Oc2ccccc2)cc1	0.1	2	-1	-2	2	6	-1	4.2	-3
COCc1cc(C)nc(OCC(=O)N/N=C/c2ccc(C)cc2)c1C#N	0.2	-1	4	0	-2	1	-1	-2.6	1
O=C(N/N=C/c1ccc(O)c(O)c1)c1cc(-c2ccccc2)nc2ccccc12	-0.1	0	0	5	-2	0	-6	2.1	-71
CCN(CC)C(=O)C1=C(C)NC(=S)NC1c1cccs1 (stereo unspecified)	0.2	-7	-2	4	-5	-14	3	-2.5	3
CSc1nc2ncc(-c3ccsc3)c(N)n2n1	-0.1	-3	1	-1	-3	-3	2	-1.2	4
COc1ccccc1CCNC(=O)CSc1ccc(-c2cccs2)nn1	0.0	-4	-1	5	-3	-4	-2	-1.2	2

New compounds follow:
Compound	Efflux pump inh	procasp3 activ	Fh CTSL1 inh	HCV core dimer	PP1 counter	procasp7 counter	TPT1 inh	PP5 primary	GASC-1 inh
Cc1ccc(C(=O)COC(=O)c2nc3nccc(C)n3n2)c(C)c1	0.0	1	/	/	5	1	/	-1.0	-2
O=C(Nc1ccc(N2CCN(C(=O)c3ccccc3)CC2)cc1)c1ccc2c(c1)OCCO2	0.4	1	-1	-5	2	-4	1	2.9	27
Nn1c(SCC(=O)NCc2ccccc2)nnc1C1CC1	0.1	8	15	-6	1	0	3	0.8	-3
CCOC(=O)c1[nH]c2ccccc2c1NC(=O)CN(C)C	0.4	-8	-1	-4	-2	-2	-2	2.8	-1
CCOc1ccc(OCCSc2nc3ccccc3n2CC(=O)O)cc1	0.1	1	1	-3	0	19	1	4.0	3
COc1ccc(-c2nn(-c3ccccc3)cc2C2CC(c3cccs3)=NN2C(=O)CCCC(=O)O)cc1 (stereo unspecified)	0.3	2	1	16	4	-3	0	3.1	12
Cc1nc2c(Cl)c(C)nn2c2c1CCC2	0.1	-5	1	-3	3	2	2	1.5	11
COc1ccnc(Oc2ccc(F)cc2)c1C(=O)N/C=N/OCc1ccccc1	0.0	0	-2	2	0	-11	1	2.2	-1
O=C(Nc1ncccc1O)c1ccc2c(c1)OCCO2	0.0	2	0	-6	-6	-4	-4	0.4	-2
COC(=O)C1=NN(c2ccccc2OC)C2C(=O)N(c3ccccc3OC)C(=O)C12 (stereo unspecified)	0.1	11	-1	-9	0	8	0	1.5	-1
CCn1c(SCC(=O)NC2CCS(=O)(=O)C2)nnc1-c1ccccc1 (stereo unspecified)	0.1	-2	-2	-3	-5	-5	2	-1.0	1
CSc1nc(N)nc2c1ncn2CC(=O)NCCCN1CCCC1=O	0.0	-1	/	/	/	2	/	/	12

New compounds follow:
Compound	Efflux pump inh	procasp3 activ	Fh CTSL1 inh	HCV core dimer	PP1 counter	procasp7 counter	TPT1 inh	PP5 primary	GASC-1 inh
COc1ccc(Cl)cc1NC(=O)CSc1nc2sccc2c(=O)[nH]1	-0.2	2	2	17	2	-2	3	-0.2	-7
Cc1ccc(-c2nnc(SCC(=O)NNC(=O)COc3ccccc3C)n2C)cc1	-1.2	0	-15	-18	0	-3	-2	2.4	-10
O=C(OCc1cc(=O)n2cc(Br)ccc2n1)C1COc2ccccc2O1 (stereo unspecified)	-0.1	-1	2	8	0	-1	3	0.9	-8
COc1ccc(/C=C/C(=O)Nc2ccc3c(c2)CCC3)cc1OC	-0.1	10	1	0	0	7	-2	6.8	2
COCC(C)NC(=O)CSc1nnc(-c2cccc(S(=O)(=O)N3CCCCC3)c2)o1 (stereo unspecified)	-0.1	7	-4	-3	-2	1	4	-1.7	5
O=C(NC1CC1)c1ccc(Cl)c(S(=O)(=O)N2CCOCC2)c1	-0.1	-2	1	-4	1	-1	-1	2.2	-11
CN1CCC(N(C)S(=O)(=O)c2ccc(NC(=O)COc3ccc(Cl)cc3)cc2)CC1	0.0	5	/	/	-5	8	/	5.8	/
O=C(Nc1cccc(C(=O)N2CCCC2)c1)c1ccccc1Cl	-0.3	7	1	1	1	9	-4	1.5	-9
O=C(c1ccc(Cl)cc1)c1c[nH]c(C(=O)NNc2cccc(Cl)n2)c1	0.4	-6	-3	6	1	-6	4	3.0	15
N/C(=N\OC(=O)CCC1CCCCC1)c1cccnc1	0.0	10	-13	-1	0	-2	1	0.3	23
COc1ccc(NC(=O)COC(=O)Cn2nnc3ccccc32)cc1	0.0	-6	-10	-1	1	5	-2	-1.9	6
Cc1cc(NC(=O)CSc2nnc3c(C)cc4ccccc4n23)no1	-0.1	6	-3	-3	-2	5	-1	1.2	3

Going on with the list.
Compound	Efflux pump inh	procasp3 activ	Fh CTSL1 inh	HCV core dimer	PP1 counter	procasp7 counter	TPT1 inh	PP5 primary	GASC-1 inh
COC(=O)Cc1[nH]c(Cl)nc1C(N)=O	0.1	4	-4	-4	-1	-5	-1	0.0	4
Fc1cccc(CN2CCC(Cc3ccccc3)CC2)c1	-0.1	0	1	3	4	-2	-3	0.1	-4
CCN(c1ccccc1)S(=O)(=O)c1ccc(Cl)c(C(=O)OCC(=O)c2[nH]c(C)c(C(C)=O)c2C)c1	0.0	-8	-2	11	-2	1	0	1.7	4
COC(=O)c1ccc(Nc2cc(C)nc3ccc(C)cc23)cc1	0.3	-3	-3	4	0	2	-2	-0.5	-20
CCCc1cc(C(=O)Nc2cccc(C(C)=O)c2)no1	0.2	2	5	-5	-3	-7	2	-1.0	-10
O=C(O)c1ccoc1CN1CCCCC1	-0.1	5	-9	-5	1	-7	0	0.7	19
O=S(=O)(c1ccccc1)N1N=C(c2ccccc2)CC1c1ccco1 (stereo unspecified)	0.6	-15	1	12	-3	-11	4	2.1	6
COc1ccc(C(=O)CC(=O)C(=O)Nc2cc(C)ccc2C)cc1	0.0	3	-5	13	2	7	1	2.4	-8
CCOc1ccc(N2CC(C(=O)N3CCCCC3)CC2=O)cc1 (stereo unspecified)	0.1	-4	-3	-8	4	6	1	1.9	17
COc1cc(C(CCN2CCCC2)c2c(OC)cc(OC)c3c(-c4ccccc4)cc(=O)oc23)cc(OC)c1OC (stereo unspecified)	0.1	4	-2	6	3	-3	2	2.1	-8
CC(=O)N1c2ccc(S(=O)(=O)NCC3CCC(C(=O)Nc4ccc(C)cn4)CC3)cc2CC1C (stereo unspecified)	-0.1	1	2	-9	1	3	-5	3.5	1
Cc1ccc(-c2cc(C(=O)Nc3ccccc3C(N)=O)c3ccccc3n2)o1	-0.1	-1	4	21	1	-10	3	1.0	3
Cc1cc(C)n2nc(CC(=O)NNC(=O)COc3cccc(C)c3C)nc2n1	0.1	1	-4	-9	1	8	-1	2.1	-7

An unsorted share of the library; 2.9% or so of the library scored in one or more.
